MEX-5 binding: MEX-5 zinc finger RNA-binding disruptors – biochemical, C. elegans, fluorescence polarization, MLPCN library, primary screen | Zinc finger protein mex-5 (Caenorhabditis elegans), Q9XUB2 | MEX-5/FITC-TCR2 RNA binding; active compounds read low | activity score (negative = inhibition of binding), % at 10 µM | 0.38% of 300,000 active | AID 1832, 2009;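 active = inhibition past about -25% in most replicates, and total fluorescence under double the plate's negative control median, limit read from the data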;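 also: 0% = DMSO and -100% = 5 µM competing unlabeled TCR2 RNA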
VLA-4 inh: inhibition in human VLA-4 binding assay, primary screen, VLA-4 allosteric modulator project, MLPCN library, flow cytometry, VLA-4 expressing cells. 0.2% of 330,000 active. ligand binding flow cytometry. Integrin alpha-4 (Homo sapiens), P13612. inhibition, % (about 7 µM as worked out from the volumes in the protocol); in the data active = inhibition above about 50%
GRK2 aptamer HTS: compounds blocking aptamer binding on GRK2 – biochemical, human GRK2, bead flow cytometry, HTS, primary screen. Beta-adrenergic receptor kinase 1 (Homo sapiens), P25098. FAM-aptamer displacement from GRK2. inhibition of aptamer binding, % at 10 µM. 0.59% of 330,000 active. AID 488847, 2010;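 active = inhibition of aptamer binding above 40%, roughly 3 SD of noise, on plates passing a quality check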;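 also: median bead fluorescence of bound FAM aptamer so fluorescent compounds give negative values; no value below 0 was filed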
CIT2-GFP yeast: modulators of CIT2-GFP expression in yeast, primary screen, S. cerevisiae, GFP fusion, multiplex flow cytometry, MLPCN library; 0.065% of 320,000 active; S. cerevisiae CIT2-GFP strain, 3 h; 100 means same as DMSO wells; GFP response vs DMSO, % at 10 µM;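 active = GFP response relative to DMSO above a set limit, near the screen mean plus 3 SD, cut at about 150% in these data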;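 also: ratio of well median GFP fluorescence to mean of DMSO wells on the plate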
AGP1-GFP MLPCN: modulators of AGP1-GFP expression in yeast TOR pathway, primary screen, cell-based, multiplex flow cytometry, S. cerevisiae, MLPCN library; 3 h; GFP as percent of DMSO wells; AID 2066, 2009; 0.02% of 320,000 active; GFP response vs DMSO, % at 10 µM;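 active = GFP response relative to DMSO above a set limit, near screen average plus 3 SD, cut at about 150% in these data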;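 also: median GFP channel fluorescence of the gated AGP1 strain per well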
Yeast superoxide: reduction of superoxide in aged yeast, primary screen, HTS; S. cerevisiae aged cells, superoxide DHE fluorescence; active compounds read low; superoxide response (% of plate mean), % at 10 µM; AID 2690, 2010; 0.18% of 330,000 active;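 active = superoxide response under a set limit, about three screen SD below normal, cut at about 65% in these data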;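 also: yeast aged for seven days with compound at 30 °C before DHE staining; 100% = average MFI of all compound-treated wells on the plate with controls excluded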
Bcl-xL primary: inhibitors of human Bcl-xL, primary screen, biochemical, fluorescence polarization, HTS | inhibition, % at 10.9 µM | AID 2129, 2009 | GST-Bcl-xL / FITC-Bim BH3 peptide fluorescence polarization | Bcl-2-like protein 1 (Homo sapiens), Q07817 | 0.7% of 320,000 active;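 active = inhibition above the mean of all tested compounds plus 3 SD, cutoff set per campaign, cut at about 30% in these data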;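 also: 0% = DMSO wells and 100% = unlabeled Bim-BH3 peptide competitor; inhibitors lower millipolarization by displacing the labeled peptide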
Target sequence (Q07817 whole entry, looked up): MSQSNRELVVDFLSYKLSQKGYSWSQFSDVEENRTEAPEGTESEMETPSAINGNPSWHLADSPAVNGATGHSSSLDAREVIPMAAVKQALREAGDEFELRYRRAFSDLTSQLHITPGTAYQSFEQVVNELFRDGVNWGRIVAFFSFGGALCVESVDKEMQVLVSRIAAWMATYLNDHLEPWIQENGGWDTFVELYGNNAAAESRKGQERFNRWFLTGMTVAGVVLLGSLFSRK
MCL1-BIM inh: inhibitors of MCL1 binding to BIM-BH3, primary screen, biochemical, fluorescence polarization | Induced myeloid leukemia cell differentiation protein Mcl-1 (Homo sapiens), Q07820 | GST-MCL1 / FITC-Bim-BH3 fluorescence polarization | inhibition, % at 10.9 µM | 0.68% of 320,000 active;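 active = inhibition above the mean inhibition of all tested compounds plus 3 SD, set per campaign, cut at about 40% in these data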;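 also: 0% = DMSO wells and 100% = unlabeled Bim-BH3 peptide control; higher means more loss of mP so more displacement of Bim peptide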
Target sequence (Q07820 whole entry, looked up): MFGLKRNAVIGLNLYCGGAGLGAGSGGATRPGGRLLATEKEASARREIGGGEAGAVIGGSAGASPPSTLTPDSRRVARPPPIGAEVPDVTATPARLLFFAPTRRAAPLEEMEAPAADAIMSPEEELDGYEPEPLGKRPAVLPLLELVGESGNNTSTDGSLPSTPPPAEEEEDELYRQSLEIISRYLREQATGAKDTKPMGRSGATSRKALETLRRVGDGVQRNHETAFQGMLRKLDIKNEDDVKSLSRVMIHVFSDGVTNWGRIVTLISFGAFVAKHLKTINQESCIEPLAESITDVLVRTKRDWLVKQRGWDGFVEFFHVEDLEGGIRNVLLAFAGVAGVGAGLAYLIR
GLD-1 RNA inh: GLD-1/TGE RNA complex disruptors, primary screen, biochemical, fluorescence polarization | 0.44% of 320,000 active | purified GLD-1 + fluorescein TGE RNA | inhibition, % at 5.96 µM | Female germline-specific tumor suppressor gld-1 (Caenorhabditis elegans), Q17339;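 active = percent inhibition above a per-plate cutoff, the plate mean of test compounds plus 3 SD, cut at about 30% in these data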;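 also: 0% = DMSO wells with GLD-1 and probe and 100% = wells lacking GLD-1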
Target sequence (Q17339 whole entry, looked up): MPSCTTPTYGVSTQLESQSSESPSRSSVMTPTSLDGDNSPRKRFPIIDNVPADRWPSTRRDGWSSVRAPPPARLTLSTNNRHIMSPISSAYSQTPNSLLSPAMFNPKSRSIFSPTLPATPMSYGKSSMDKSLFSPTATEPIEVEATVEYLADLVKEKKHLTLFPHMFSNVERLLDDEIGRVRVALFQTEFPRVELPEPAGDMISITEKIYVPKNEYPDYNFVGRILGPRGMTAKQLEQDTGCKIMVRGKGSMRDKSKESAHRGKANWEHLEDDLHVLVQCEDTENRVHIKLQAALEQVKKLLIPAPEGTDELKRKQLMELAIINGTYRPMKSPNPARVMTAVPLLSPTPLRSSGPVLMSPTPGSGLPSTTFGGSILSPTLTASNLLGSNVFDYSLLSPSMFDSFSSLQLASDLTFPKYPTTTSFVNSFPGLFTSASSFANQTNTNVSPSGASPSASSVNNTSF
* hit, by the source's call; i = inactive; . = no result given.

1) COCC(=O)N(Cc1cc2cc(OC)ccc2[nH]c1=O)c1ccc(C)cc1
2) COC(=O)c1ccc(NC(=O)C2CC(=O)N(c3ccc(C)cc3)C2)cc1 (centres undefined)
3) Cc1ccccc1Cn1c(=O)n(-c2ccccc2)c(=O)c2ccc(C(=O)NCc3ccco3)cc21
4) CCOC(=O)c1c(C)c(-c2ccccc2)n(CC(=O)N2CCN(C)CC2)c1C
5) Cc1cc(S(=O)(=O)N(Cc2ccccn2)Cc2ccco2)ccc1-n1cnnn1
6) CCCn1c(SCC(=O)Nc2ccccc2OC)nnc1-c1ccco1
7) COC(=O)Cc1c(O)ccn(Cc2cccc(C(F)(F)F)c2)c1=O
8) O=C(NNC1=C(C(=O)C(F)(F)F)CCC1)c1ccccc1Cl
Assay by compound	1	2	3	4	5	6	7	8
MEX-5 binding	0.2	.	3.1	-2.3	0.0	0.7	-0.3	0.6
VLA-4 inh	-1	2	-2	0	43	7	7	-5
GRK2 aptamer HTS	0	3	1	0	0	0	10	0
CIT2-GFP yeast	108	102	106	95	95	110	125	94
AGP1-GFP MLPCN	109	105	108	105	99	101	128	96
Yeast superoxide	96	103	97	101	91	87	97	99
Bcl-xL primary	7	-5	3	9	0	-1	3	3
MCL1-BIM inh	-6	-8	2	11	9	-3	4	6
GLD-1 RNA inh	3	2	3	12	-4	-1	1	6

9) Cc1cc(C)cc(N(CC(=O)NCc2ccccc2)C(=O)CCC(=O)Nc2ccccn2)c1
10) CC(C)(CNS(=O)(=O)c1ccc2c(c1)OCCO2)N1CCOCC1
11) O=C(c1cccc(S(=O)(=O)N2CCCC2)c1)N1CCN(c2ccccc2F)CC1
12) C/C(N)=C(/C#N)C(=O)CSc1nnnn1-c1ccc(C)cc1
13) CCC(C)c1ccccc1N1CC(C(=O)Nc2ccc(C)c(S(=O)(=O)N3CCOCC3)c2)CC1=O (centres undefined)
14) CCOc1ccc(N(CC(=O)NCC2CCCO2)C(=O)CCC(=O)Nc2ccccn2)cc1 (centres undefined)
15) CC(=O)Nc1ccc(C(=O)Nc2cc(C(F)(F)F)ccc2-n2cnc3ccccc32)cc1
16) CC1=C(C)CC(C(=O)Nc2ccc3c(c2)OCO3)C(C(=O)O)C1 (centres undefined)
Assay by compound	9	10	11	12	13	14	15	16
MEX-5 binding	0.5	2.6	2.8	2.3	2.5	-0.4	-0.6	-0.5
VLA-4 inh	1	0	2	9	4	5	0	-11
GRK2 aptamer HTS	0	0	2	0	0	1	4	0
CIT2-GFP yeast	100	99	98	92	94	108	97	103
AGP1-GFP MLPCN	93	99	100	94	102	104	99	102
Yeast superoxide	100	94	104	94	103	83	96	109
Bcl-xL primary	-3	7	2	-5	-9	8	8	7
MCL1-BIM inh	-4	0	7	-5	-18	1	8	0
GLD-1 RNA inh	-13	-2	5	3	0	0	-3	-8

Part of the list above, bar-delimited.
item | Compound | MEX-5 binding | VLA-4 inh | GRK2 aptamer HTS | CIT2-GFP yeast | AGP1-GFP MLPCN | Yeast superoxide | Bcl-xL primary | MCL1-BIM inh | GLD-1 RNA inh
10 | CC(C)(CNS(=O)(=O)c1ccc2c(c1)OCCO2)N1CCOCC1 | 2.6 | 0 | 0 | 99 | 99 | 94 | 7 | 0 | -2
9 | Cc1cc(C)cc(N(CC(=O)NCc2ccccc2)C(=O)CCC(=O)Nc2ccccn2)c1 | 0.5 | 1 | 0 | 100 | 93 | 100 | -3 | -4 | -13
11 | O=C(c1cccc(S(=O)(=O)N2CCCC2)c1)N1CCN(c2ccccc2F)CC1 | 2.8 | 2 | 2 | 98 | 100 | 104 | 2 | 7 | 5
14 | CCOc1ccc(N(CC(=O)NCC2CCCO2)C(=O)CCC(=O)Nc2ccccn2)cc1 (centres undefined) | -0.4 | 5 | 1 | 108 | 104 | 83 | 8 | 1 | 0

Next entries.
17) CCOC(=O)c1c(C)[nH]c(C(=O)OCC(=O)NC2(C#N)CCCCC2)c1C
18) COc1ccc(/C=N/NC(=O)c2ccccc2O)cc1CN1CCOCC1
19) Brc1ccc2c(c1)OCCOCCOc1cc(Br)ccc1OCCOCCOCCO2
20) O=C(CSc1nc2ccccc2s1)NNC(=S)Nc1ccc(Br)cc1
21) COc1ccccc1NS(=O)(=O)c1cc(C(=O)NCCN2CCOCC2)ccc1Cl
22) Cc1ccc(-c2csc(Cc3nc(-c4cc5ccccc5oc4=O)cs3)n2)cc1
23) COc1ccc(-n2nc(C(=O)NCC(=O)NCCCN3CCC(C)CC3)c3ccccc3c2=O)cc1Cl
24) COc1ccc(NC(=O)CN2CCOCC2)cc1S(=O)(=O)N1CCCCC1
Assay by compound	17	18	19	20	21	22	23	24
MEX-5 binding	-2.0	-3.7	-1.5	1.1	1.8	0.2	1.2	.
VLA-4 inh	6	6	13	-2	18	-32	6	-4
GRK2 aptamer HTS	1	3	2	4	0	0	0	0
CIT2-GFP yeast	100	94	90	97	94	92	100	96
AGP1-GFP MLPCN	105	101	105	106	89	88	104	102
Yeast superoxide	99	101	100	108	i	127	98	81
Bcl-xL primary	0	6	3	7	4	-1	1	-1
MCL1-BIM inh	-2	26	12	13	7	0	-1	-7
GLD-1 RNA inh	4	1	2	12	2	-1	-3	4

25) c1ccc(Nc2nc(N3CCOCC3)c3ccccc3n2)cc1
26) COc1cccc(/C=N/n2nnnc2N)c1OCC#N
27) C=CCSc1nc(N(CC)CC)c2sccc2n1
28) CC1(C)CC2(CCCN(C(=S)Nc3ccccc3)C2)CCO1 (centres undefined)
29) COc1ccc(CC(=O)Nc2cc(S(=O)(=O)N3CCOCC3)ccc2N2CCOCC2)cc1
30) C/C(=N\NC(=O)COc1ccc(C(C)(C)C)cc1)c1ccc(-n2ccnc2)cc1
31) O=C(N/N=C\c1c(O)ccc2ccccc12)c1ccc(O)cc1
32) COc1ccccc1N/C(N)=N/c1nc(CSc2nc3ccccc3s2)cc(=O)[nH]1
Assay by compound	25	26	27	28	29	30	31	32
MEX-5 binding	-0.5	4.6	3.2	-1.7	-3.5	4.2	-10	-1.6
VLA-4 inh	-1	-5	-6	5	-9	-12	15	-1
GRK2 aptamer HTS	0	2	4	3	0	0	5	7
CIT2-GFP yeast	116	111	111	94	103	104	93	104
AGP1-GFP MLPCN	102	110	106	106	94	99	66	100
Yeast superoxide	85	111	129	73	74	92	98	95
Bcl-xL primary	9	4	9	10	5	2	-5	-3
MCL1-BIM inh	2	-5	6	10	6	4	10	-8
GLD-1 RNA inh	6	0	11	4	3	-1	-8	-1

33) COc1cnn(-c2cccc(C)c2)c(=O)c1Cl
34) CN1CCN(C(CNC(=O)Nc2ccc(Cl)cc2)c2ccc(F)cc2)CC1 (centres undefined)
35) CCN(CC)c1ccc(NS(=O)(=O)c2cn(C)c(=O)n(C)c2=O)c(C)c1
36) C/C=C(\C)CN1CCC(n2nccc2NC(=O)CCc2ccccc2)CC1
37) Cc1ccc(S(=O)(=O)N2CCOCC2)cc1C(=O)N1CCN(c2ccc(C(F)(F)F)cn2)CC1
38) Cc1ccc(CNC(=O)CC(C)S(=O)(=O)c2ccc3c(c2)NC(=O)CO3)cc1 (centres undefined)
39) COc1ccc(CN(N=O)C2CC(=O)N(c3ccc(OC)cc3)C2=O)cc1 (centres undefined)
40) CC(C)OP(=O)(OC(C)C)C1(O)C(=O)Nc2ccc(Br)cc21 (centres undefined)
Assay by compound	33	34	35	36	37	38	39	40
MEX-5 binding	0.6	1.3	-1.3	-1.1	.	4.0	-3.5	-1.5
VLA-4 inh	9	14	-9	6	1	7	-4	0
GRK2 aptamer HTS	0	0	0	2	3	0	1	0
CIT2-GFP yeast	98	103	108	98	96	102	97	90
AGP1-GFP MLPCN	100	97	110	102	98	100	112	86
Yeast superoxide	103	118	98	101	88	106	111	94
Bcl-xL primary	2	6	5	7	.	0	3	2
MCL1-BIM inh	10	-1	5	2	.	-5	7	5
GLD-1 RNA inh	2	5	0	4	3	0	5	9

41) CCOc1cc(-n2cnnn2)c(OCC)cc1NC(=O)c1cnccn1
42) C/C(=C\C(=O)c1cccnc1)Nc1ccc(C)c(C)c1
43) Cc1ccc(OCc2csc(N)n2)cc1
44) N#CCSc1nc2c(cc1C#N)CCCCCC2
45) CC1(C)SC(=S)N(/N=C/c2cccnc2)C1N(O)C(=O)Nc1ccccc1 (centres undefined)
46) CN(C)CCCN(C(=O)c1ccco1)c1nc(-c2ccc(Cl)cc2)cs1
47) COCCn1c(SCC(=O)Nc2sc(C)c(C)c2C#N)nnc1C(C)C
48) CC1(C)C(=O)C2(CCCCC2)C(=O)OC1C(=O)c1ccccc1 (centres undefined)
Assay by compound	41	42	43	44	45	46	47	48
MEX-5 binding	-2.1	0.2	-7.8	.	0.6	-1.9	-0.1	0.9
VLA-4 inh	-15	2	-5	3	19	18	-8	-14
GRK2 aptamer HTS	2	1	6	3	0	0	6	0
CIT2-GFP yeast	103	87	100	79	105	107	100	93
AGP1-GFP MLPCN	101	88	97	96	115	99	101	93
Yeast superoxide	97	88	91	93	89	110	88	95
Bcl-xL primary	-1	3	3	4	-1	0	0	0
MCL1-BIM inh	-4	1	6	4	-1	4	-3	8
GLD-1 RNA inh	2	-4	6	4	8	-2	3	-7

49) Cc1ccc(NC(=O)c2ccccc2-c2ccccc2C(=O)O)cc1
50) O=C(CCCc1ccccc1)Nc1ccc2c(c1)OCCO2
51) Cn1ncc([N+](=O)[O-])c1C(=O)Nc1ccc(-c2ccccc2)cc1
52) COc1ccc(NC(=O)CN(C)C(=O)c2cc(-c3ccccc3)nc3ccccc23)cc1
53) O=C(OCc1nnc(-c2ccccc2)o1)c1ccc(S(=O)(=O)NCc2ccco2)cc1
54) O=C(NNC(=O)c1cc(S(=O)(=O)N2CCOCC2)c(Cl)cc1Cl)c1ccccc1F
55) Cc1cc(C)c(C(=O)/C=C/c2ccc3c(c2)OCO3)c(=O)[nH]1
56) COc1ccc(N(C(=O)CNC(=O)c2cccs2)C(C(=O)NCC2CCCO2)c2ccccc2)cc1 (centres undefined)
57) O=c1c2cccc3c2c(nn1CN1CCOCC1)-c1ccccc1-3
58) COC(=O)CCC(=O)N1CN2CN(C(=O)CCC(=O)OC)CC([N+](=O)[O-])(C2)C1
59) CC(C)CCOc1ccc(C2(C)NC(=O)NC2=O)cc1 (centres undefined)
Assay by compound	49	50	51	52	53	54	55	56	57	58	59
MEX-5 binding	0.0	-0.5	0.5	0.6	0.5	.	-1.9	0.1	-3.5	0.6	4.2
VLA-4 inh	11	5	28	-7	4	3	-2	7	-31	0	-1
GRK2 aptamer HTS	0	0	0	0	1	0	1	15	2	0	0
CIT2-GFP yeast	94	110	96	86	90	98	.	91	87	88	93
AGP1-GFP MLPCN	120	99	98	93	99	102	111	100	76	106	100
Yeast superoxide	109	101	100	123	104	113	102	107	122	83	102
Bcl-xL primary	4	6	-3	5	-1	.	10	5	3	-2	-1
MCL1-BIM inh	2	0	-4	0	-1	.	8	-6	-3	4	8
GLD-1 RNA inh	3	4	0	7	-9	2	8	-2	5	5	10

From PubChem BioAssay
